# FLuc inh counter = inhibits firefly luciferase, flagging false hits in luciferase inhibition screens; P08659; ATPLite firefly luciferase biochemical luminescence, 10 min; inhibition, % at 10 µM; 200,000 compounds, 1.5% hits; AID 1006;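 active means inhibition above about 50% when tested at 10 µM, limit read from the data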
# Target sequence (P08659 whole entry, looked up): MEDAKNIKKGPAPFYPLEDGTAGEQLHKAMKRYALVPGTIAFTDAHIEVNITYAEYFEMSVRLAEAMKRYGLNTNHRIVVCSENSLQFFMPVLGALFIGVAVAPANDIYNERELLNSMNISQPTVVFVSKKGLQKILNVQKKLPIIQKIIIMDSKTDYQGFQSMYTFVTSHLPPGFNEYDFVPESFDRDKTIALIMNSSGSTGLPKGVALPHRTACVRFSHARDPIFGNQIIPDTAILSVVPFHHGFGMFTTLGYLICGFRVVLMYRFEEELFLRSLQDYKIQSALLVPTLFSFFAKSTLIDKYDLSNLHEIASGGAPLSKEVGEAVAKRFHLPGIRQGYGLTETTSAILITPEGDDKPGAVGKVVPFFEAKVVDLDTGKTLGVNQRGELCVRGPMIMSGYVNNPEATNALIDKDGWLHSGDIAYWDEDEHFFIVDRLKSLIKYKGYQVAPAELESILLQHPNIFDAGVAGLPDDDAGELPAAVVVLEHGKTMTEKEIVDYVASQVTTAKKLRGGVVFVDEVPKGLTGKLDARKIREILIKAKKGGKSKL
# APP 5'UTR act = APP 5'UTR luciferase reporter activation. activation, % at 2 µM. AID 1276. 190,000 compounds, 1% hits. SH-SY5Y APP 5'UTR luciferase reporter, luminescence; zero percent = DMSO vehicle wells;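 active means activation above a set limit, based on mean plus 3 SD of controls, cut at about 140% in these data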; further: values of inactives mirror those of a sister screen read the other way
# FLuc act counter = firefly luciferase counter-screen for stimulation assays | P08659 | ATPlite luciferase biochemical, luminescence, 10 min; 0 = ATP-free wells, 1 = DMSO control | activation factor at 10 µM | 200,000 tested, under 10 active | AID 1027;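 active means luciferase activation factor, scaled between plate controls, of at least 2 with compound at 10 µM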
#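 Assay system: Luciferase/luciferin reagent mix; Medium: PBS as buffer for the ATP substrate; Dosing: test compounds dosed from 2 mM stocks in 100% DMSO; Times: 10 min, room temperature; Signal: luminescence from luciferase reaction; Read-out: luciferase activation; Controls: No-ATP low control, compound-free enzyme-plus-ATP high control.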
# ROMK mod = modulates human ROMK potassium channel activity. P48048. Tet-inducible ROMK, thallium flux fluorescence; actives lie on both sides. B-score at 10 µM. 130,000 compounds, 2% hits;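 active means signal ratio slope over the read window, or its plate-corrected B-score, at least 3 SD from the plate mean, either direction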;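 further: B-score of the F/F0 ratio slope over 7 to 12 s after thallium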
# Target sequence (P48048 whole entry, looked up): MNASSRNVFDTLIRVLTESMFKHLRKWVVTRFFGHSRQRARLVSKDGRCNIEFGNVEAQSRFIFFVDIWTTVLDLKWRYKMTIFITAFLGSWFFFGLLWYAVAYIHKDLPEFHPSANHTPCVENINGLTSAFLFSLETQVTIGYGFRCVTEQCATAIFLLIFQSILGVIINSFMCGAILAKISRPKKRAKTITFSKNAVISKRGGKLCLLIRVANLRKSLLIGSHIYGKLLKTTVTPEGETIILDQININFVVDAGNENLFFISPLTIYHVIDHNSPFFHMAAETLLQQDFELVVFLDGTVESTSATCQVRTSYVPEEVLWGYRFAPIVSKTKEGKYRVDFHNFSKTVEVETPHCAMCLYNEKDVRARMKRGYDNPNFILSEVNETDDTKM
# NF-kB neuron act = NF-kB expression increase, human neuronal cells; NF-kB reporter expression; active compounds read high; fold change at 12.5 µM; 190,000 compounds, 1.6% hits; AID 1239; in the data active means fold change above about 3.3
# STAT1 inh = inhibitors of IFN-gamma induced STAT1 signaling | NIH 3T3 STAT1-luciferase reporter, luminescence | inhibition, % at 5.5 µM | 200,000 compounds, 0.35% hits;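 active means inhibition above a set limit, the mean inhibition across all tested compounds plus 3 SD, cut at about 34% in these data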;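 further: 0% = IFN-gamma with DMSO and 100% = IFN-gamma with 300 µM nifuroxazide; values of inactives mirror those of a sister screen read the other way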
# STAT1 act = increases IFN-gamma driven STAT1 reporter signal | NIH 3T3 STAT1-luciferase reporter, luminescence; 100% = IFN-gamma alone, no compound | activation (% of control), % at 5.5 µM | 200,000 compounds, 2.6% hits | AID 932;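 active means activation above the screen-wide mean activation plus 3 SD, cut at about 130% in these data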;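 further: raw ratio to IFN-gamma control signal so 100% means no change and 0% no light; values of inactives mirror those of a sister screen read the other way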
# STAT3 inh = STAT3 signaling inhibition; U3A cells, IL-6 STAT3-luciferase reporter, luminescence; host cell line lacks STAT1; inhibition, % at 5.5 µM; 190,000 compounds, 0.89% hits;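 active means inhibition above the mean inhibition across all screened compounds plus 3 SD, cut at about 44% in these data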;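 further: 0% = DMSO only wells and 100% = 100 µM nifuroxazide control wells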
# STAT3 activator = increases IL-6 driven STAT3 reporter signal. activation (% of control), % at 5.6 µM. U3A cells, IL-6 STAT3-luciferase reporter, luminescence; 100% = signal with IL-6 EC80 alone. 190,000 compounds, 0.91% hits;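 active means activation above the screen-wide mean of compound activation plus 3 SD, cut at about 130% in these data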;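 further: 0% = background luminescence of wells with medium and substrate only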
#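 Material: human STAT1-deficient U3A cells with stable STAT3-luciferase reporter / Probe or stimulus: IL-6 stimulus at 33 ng/mL final / Schedule: 1 h compound pre-exposure, 6 h IL-6 stimulation, 37 °C / Technique: luminescence / Read-out basis: percent of IL-6-only median luminescence / Control set: IL-6-only high control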
# APP transl inh = APP translation inhibition; AID 1285; inhibition, % at 2 µM; 190,000 compounds, 0.82% hits; SH-SY5Y APP 5'UTR-luciferase reporter, luminescence;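 active means inhibition above a set limit, derived from the sample mean plus 3 SD, cut at about 45% in these data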; further: values of inactives mirror those of a sister screen read the other way
# * marks the source's active call; other numbers are inactive results; . = not tested or not shown.
SMILES,FLuc inh counter,APP 5'UTR act,FLuc act counter,ROMK mod,NF-kB neuron act,STAT1 inh,STAT1 act,STAT3 inh,STAT3 activator,APP transl inh
O=C1NC2(C=Cc3c(ccc4ccccc34)O2)Oc2ccccc21 (configuration not stated),-3.7,3.2,1,.,1.46,-45.6,140.7*,-16.7,114.3,-3.3
CN(C)S(=O)(=O)c1ccc(Cl)c(NC(=O)COC(=O)c2cc(-c3ccccc3)nc3ccccc23)c1,-2.1,-9.3,1,0.683,0.8,1.0,99.0,23.8,85.3,9.3
O=C(Cn1cc(CCO)nn1)N1CCNCC1,-5.2,17.9,1.1,.,1.05,6.5,95.3,.,.,-17.9
Cc1ccccc1NS(=O)(=O)c1cc(C(=O)NCCSC2CCCCC2)ccc1C,-5.4,15.7,1.1,.,0.95,-0.7,100.6,6.5,98.7,-15.7
Cc1csc(NC(=O)CSc2nc3[nH]ncc3c(=O)[nH]2)n1,0.5,4.5,1,0.245,1.25,-0.8,101.0,3.6,104.3,-4.5
N#C/C=C\Oc1ccc(Cl)cc1N,-5.1,-21.8,1.1,-1.8,3.39*,24.4,77.7,4.9,97.4,21.8
Cc1cc(C)n2nc(SCC(=O)N(C)c3c(N)n(Cc4ccccc4)c(=O)[nH]c3=O)nc2n1,-3.0,6.0,1,0.0032,0.96,0.9,99.0,2.7,101.8,-6.0
COc1ccc(C(C)(C)C)cc1NC(=O)COC(=O)c1ncc(Cl)c(Cl)c1Cl,-7.9,-16.6,1.1,-0.185,1.16,3.5,96.8,-7.0,107.8,16.6
CN(C(=O)CSc1nc(-c2ccccc2)c(-c2ccccc2)o1)C1CCS(=O)(=O)C1 (configuration not stated),-8.5,-5.1,1.1,-0.0892,1.04,-3.0,102.7,3.6,101.0,5.1
Clc1ccc(OCCCCCN2CCCC2)c(Br)c1,-1.4,-5.6,1,.,0.86,-3.8,103.4,1.7,100.8,5.6
C=CCn1c(C(C)NC(=O)CCC)nc2ccccc21 (configuration not stated),5.0,-7.4,0.9,.,1.09,1.9,98.2,0.5,102.3,7.4
CC(=O)Nc1ccc(NC(=O)c2oc3cc(C)c(C)cc3c2C)cc1,-2.1,-7.8,1,.,0.96,-5.5,106.0,12.4,90.0,7.8
Fc1ccccc1CSc1nnc(-c2cccnc2)o1,3.4,71.7,1,-0.0977,3.45*,-64.5,161.0*,7.5,100.8,-71.7
COc1cc(C(=O)NC2CCN(Cc3nnnn3Cc3cccs3)CC2)cc(OC)c1OC,-1.6,1.6,1,0.937,1,9.3,91.4,1.9,98.7,-1.6
O=C(N/N=C\c1ccc(-c2cccc(Cl)c2)o1)C(=O)NC1CCCC1,-1.2,1.7,1,-0.0906,1.41,-6.0,105.3,14.2,92.1,-1.7
COc1ccccc1N(CC(O)CN1C(=O)NC(C)(C)C1=O)S(=O)(=O)c1ccc(C)cc1 (configuration not stated),-2.3,5.7,1,.,1.47,-1.5,101.4,1.6,103.1,-5.7
Fc1ccc(Cn2nnnc2C(c2cccs2)N2CCN(C3CCCCC3)CC2)cc1 (configuration not stated),-9.0,-4.2,1.1,-2.23,0.81,-9.9,108.1,2.0,109.1,4.2
Cc1[nH]c2ccccc2c1CCN(Cc1cccs1)C(=S)NC(C)(C)C,-0.2,23.2,1,0.284,1.35,-2.0,101.8,6.7,98.3,-23.2
O=c1[nH]cnc2c1sc1nc(-c3ccccc3)c3c(c12)CCCC3,-8.5,-21.0,1.1,.,0.95,1.3,98.8,-1.6,100.9,21.0
CC(=O)N1CCC(C(=O)c2ccc(Cl)cc2)CC1,1.5,-3.9,1,-0.168,0.95,0.8,101.4,3.2,97.3,3.9
COc1ccc(C2=CSC3=NNC4(CCCCC4)NN23)cc1,-1.7,-28.2,1,-0.782,1.9,-7.8,106.9,13.6,94.6,28.2
Cc1ccc(NC(=O)CC2C(=O)OCC3CCCCN32)cc1Cl (configuration not stated),-5.0,13.9,1.1,-0.287,1.13,2.5,97.8,6.2,97.9,-13.9
COc1cc(C(C(=O)NC(C)(C)C)N(C(=O)CNC(=O)c2cccs2)c2ccc(C(C)C)cc2)cc(OC)c1OC (configuration not stated),6.4,20.1,0.9,.,1.24,5.1,95.4,-0.4,106.9,-20.1
CCOc1ccccc1NC(=O)[C@@H](NC(=O)c1cccc(S(=O)(=O)N2CCOCC2)c1)C(C)C,-6.2,-3.2,1.1,0.658,1.13,4.6,95.1,12.1,91.9,3.2
COC(=O)c1ccc(-c2ccc(C(c3c(C)[nH][nH]c3=O)c3c(C)[nH][nH]c3=O)o2)cc1,1.8,-18.0,1,0.573,0.56,2.9,95.5,21.8,86.0,18.0

# An excerpt from above in order of their number in STAT3 activator, lowest first:
SMILES | STAT3 activator
N#C/C=C\Oc1ccc(Cl)cc1N | 97.4
Fc1ccccc1CSc1nnc(-c2cccnc2)o1 | 100.8
CN(C(=O)CSc1nc(-c2ccccc2)c(-c2ccccc2)o1)C1CCS(=O)(=O)C1 (configuration not stated) | 101.0
Cc1cc(C)n2nc(SCC(=O)N(C)c3c(N)n(Cc4ccccc4)c(=O)[nH]c3=O)nc2n1 | 101.8

# A stretch taken from the entries so far, for reference:
SMILES,FLuc inh counter,APP 5'UTR act,FLuc act counter,ROMK mod,NF-kB neuron act,STAT1 inh,STAT1 act,STAT3 inh,STAT3 activator,APP transl inh
Clc1ccc(OCCCCCN2CCCC2)c(Br)c1,-1.4,-5.6,1,.,0.86,-3.8,103.4,1.7,100.8,5.6
C=CCn1c(C(C)NC(=O)CCC)nc2ccccc21 (configuration not stated),5.0,-7.4,0.9,.,1.09,1.9,98.2,0.5,102.3,7.4

# Next part
SMILES,FLuc inh counter,APP 5'UTR act,FLuc act counter,ROMK mod,NF-kB neuron act,STAT1 inh,STAT1 act,STAT3 inh,STAT3 activator,APP transl inh
CCOn1c(-n2nc(C)cc2C)nc2ccccc2c1=O,-7.0,-3.9,1.1,0.0338,0.89,-0.6,100.6,-7.0,106.0,3.9
Nc1ccc2nc(-c3cc(Cl)c(N)c(Cl)c3)[nH]c2c1,46.5,44.5,0.5,-1.09,2.53,-18.1,116.7,22.1,82.7,-44.5
CC(=O)Nc1cccc(N2C(=O)CC(N3CCC(C(=O)N4CCCCC4)CC3)C2=O)c1 (configuration not stated),-7.6,7.4,1.1,.,1.63,1.9,98.3,2.7,99.4,-7.4
CCn1c(=O)n(CC)c2cc(S(=O)(=O)N3CCC(c4ccccc4)CC3)ccc21,-1.3,25.9,1,-2.51,0.96,10.8,90.1,20.7,86.2,-25.9
COc1ccc(CCn2c(SCC(=O)Nc3cc(C)on3)nc3ccccc3c2=O)cc1OC,-6.7,0.2,1.1,1.27,1.25,5.5,95.0,12.5,93.8,-0.2
Cc1nc2nc[nH]n2c(=O)c1CCOC(=O)c1ccccc1F,24.4,12.7,0.8,0.965,1.19,-3.5,102.3,15.3,96.1,-12.7
CCOc1ccc(-n2c(=O)cc(N3CCN(c4ccccc4)CC3)[nH]c2=O)cc1,-0.6,0.7,1,.,0.88,1.2,98.8,8.3,95.3,-0.7
COc1cccc2c(=O)c(C(=O)O)c[nH]c12,2.2,-4.7,1,0.965,1.34,-5.5,105.1,-5.4,101.9,4.7
CCOc1ccc(Cl)cc1CNCCNCCO,-4.6,-11.5,1,.,1.06,-0.3,100.3,12.8,93.8,11.5
COc1cccc(CSc2nnc(-c3ccco3)n2C)c1,8.5,-0.1,0.9,-0.555,1.08,9.0,91.8,-1.0,103.4,0.1
O=C(c1ccc(-c2nc3ccccc3s2)s1)N1CCOCC1,96.0*,65.1,0,-0.0428,1.08,76.9*,28.2,98.5*,18.5,-65.1
CCCn1cc(C(CC(=O)O)C(=O)O)c2ccccc21 (configuration not stated),2.9,8.3,1,.,1.18,-3.4,103.1,-1.0,105.0,-8.3
NC(=O)c1c(N)sc2c1CCCC2,1.7,23.1,1,.,0.99,4.6,97.0,-13.0,114.5,-23.1
Clc1cccc(N/N=C/c2ccncc2)c1,0.2,-11.4,1,-0.618,1.16,-10.3,112.1,5.6,93.6,11.4
OC(CCCN1CCC(O)(c2ccc(Cl)cc2)CC1)c1ccc(F)cc1 (configuration not stated),-6.5,5.9,1.1,.,1.02,-0.9,100.8,-1.6,103.5,-5.9
Cc1ccc(C)c(NS(=O)(=O)c2ccc(OCC(=O)NCc3ccco3)cc2)c1,-1.6,2.6,1,-0.814,1.05,5.5,94.9,-0.3,103.4,-2.6
CS(=O)(=O)N(CC(=O)NCc1ccc2c(c1)OCO2)C1CCCCC1,-7.6,6.9,1.1,-0.459,1.07,2.3,96.5,-0.7,101.7,-6.9
CCN(C(=O)Cc1cccs1)c1nnc(-c2cc(OC)c(OC)c(OC)c2)s1,-1.7,2.2,1,.,0.79,14.2,86.9,22.0,84.1,-2.2
CCOc1ccccc1Nc1ncnc2ccccc12,-5.1,-7.3,1.1,.,1,-9.2,108.4,14.5,92.2,7.3
CCCCCCn1c(C(C)O)nc2ccccc21 (configuration not stated),-6.2,7.8,1.1,-1.52,0.88,-4.0,103.7,15.1,93.5,-7.8
CCCc1cc(-c2n[nH]c(C)c2-c2ccc(C(=O)OCC)o2)c(O)cc1O,-0.4,-9.8,1,-0.505,0.98,-2.5,103.9,3.5,99.8,9.8
Cc1cccc(NC(=O)C2(c3ccc([N+](=O)[O-])cc3)CCCC2)c1,-8.4,-3.0,1.1,-0.877,1.06,0.4,99.7,6.3,100.6,3.0
CCOC(=O)CN(C(=O)CCC(=O)Nc1cc(C)on1)C(C(=O)NC1CCCC1)c1cccnc1 (configuration not stated),-10.9,-23.9,1.1,.,0.94,2.8,97.5,6.2,98.5,23.9

# Some of the entries so far, bar-delimited:
SMILES | FLuc inh counter | APP 5'UTR act | FLuc act counter | ROMK mod | NF-kB neuron act | STAT1 inh | STAT1 act | STAT3 inh | STAT3 activator | APP transl inh
Clc1cccc(N/N=C/c2ccncc2)c1 | 0.2 | -11.4 | 1 | -0.618 | 1.16 | -10.3 | 112.1 | 5.6 | 93.6 | 11.4
CCCCCCn1c(C(C)O)nc2ccccc21 (configuration not stated) | -6.2 | 7.8 | 1.1 | -1.52 | 0.88 | -4.0 | 103.7 | 15.1 | 93.5 | -7.8
COc1cccc(CSc2nnc(-c3ccco3)n2C)c1 | 8.5 | -0.1 | 0.9 | -0.555 | 1.08 | 9.0 | 91.8 | -1.0 | 103.4 | 0.1
Cc1ccc(C)c(NS(=O)(=O)c2ccc(OCC(=O)NCc3ccco3)cc2)c1 | -1.6 | 2.6 | 1 | -0.814 | 1.05 | 5.5 | 94.9 | -0.3 | 103.4 | -2.6
CCn1c(=O)n(CC)c2cc(S(=O)(=O)N3CCC(c4ccccc4)CC3)ccc21 | -1.3 | 25.9 | 1 | -2.51 | 0.96 | 10.8 | 90.1 | 20.7 | 86.2 | -25.9

# Screening results (PubChem BioAssay)
